Compound activity deposited in PubChem by NCI.
NCI-60 one-dose screen, 48 h, at 10 µM unless noted. Numbers give growth in % (100 = growth as untreated, 0 = no growth, -100 = all killed).
SNB-19: SNB-19 CNS cancer cells. 2.5% of 81,000 active. AID 1794751
OVCAR-8: OVCAR-8 ovarian cancer | 4.4% of 81,000 active
DU-145: DU-145 prostate cancer; 4.2% of 81,000 active
U251: U251 CNS tumor cells; 5.4% of 80,000 active; AID 1794753
SF-268: SF-268 CNS cancer cells; 3.1% of 82,000 active
SF-539: SF-539 CNS cancer; 6.8% of 81,000 active; AID 1794752
PC-3: PC-3 prostate cancer cells; 3.9% of 80,000 active
OVCAR-3: OVCAR-3 ovarian cancer | 7% of 79,000 active | AID 1794787
SF-295: SF-295 CNS cancer cells; 5.6% of 79,000 active
Active calls of the source: *; nt = no result given; [ ] = remark or other dose. Rule for the calls: active = growth percent below 10; inactive = the rest.

Start of the listing, in advance:
no.	Molecule	SNB-19	OVCAR-8	DU-145	U251	SF-268	SF-539	PC-3	OVCAR-3	SF-295
1	N#Cc1c(-c2ccc(OCc3ccccc3)cc2)nc(SCc2ccc([N+](=O)[O-])cc2)[nH]c1=O	85	103	114	81	108	100	116	119	92
2	COc1ccc(Cc2cc(-c3ccccc3)n[nH]c2=O)cc1	99	92	124	109	99	100	99	104	100
3	CC(C)c1cccc(C#N)c1	99	95	104	95	107	109	86	111	107
4	CCc1cc(Cc2cc(CC)cc(C(C)(C)C)c2O)c(O)c(C(C)(C)C)c1	20	20	43	16	38	40	15	32	-2.1*
5	CCOC(=O)C1=NN(c2ccccc2)C2=NC(=O)/C(=C\c3cn(-c4ccccc4)nc3-c3cc4ccccc4o3)C(=O)N12	89	100	109	99	105	114	88	103	108
6	CC1(C)CC(=O)C2=C(C1)N(c1ccc(F)cc1F)C(N)=C(C#N)C2c1ccc([N+](=O)[O-])cc1 (configuration not stated)	110	103	114	108	107	99	105	117	99
7	Nc1ncnc2c1ncn2[C@@H]1O[C@H](CO)[C@@H](O)[C@H]1O	101	nt	110	108	111	98	87	105	99
8	Cc1c2cc[nH]c(=O)c2c(C)c2c1[nH]c1cc(OCCN3CCN(C)CC3)ccc12	13	5.5*	2.7*	17	12	-0.2*	7.4*	17	3.2*
9	COc1ccc(-c2nc(SCC(C)C)nc(Nc3ccc(C(C)=O)cc3)c2C#N)cc1	106	102	110	102	116	101	99	123	108
10	COc1ccc(/C(C)=C(\c2ccc(Cl)cc2)c2ccc(OCCN3CCCC3)cc2)cc1	52	52	63	19	52	46	33	64	-7.3*
11	COc1ccc2c(O)c(/C=C3\N=Nc4ccccc43)oc2c1C[C@H]1CCNC[C@H]1F	68	61	51	65	77	57	41	66	67
12	CC1=CSc2nnc(CSC(SCc3nnc4n3NC(C)=CS4)c3ccccc3)n2N1	100	98	114	107	106	98	102	105	nt
13	COc1ccc(-c2nc(SCC(C)C)nc(Cl)c2C#N)cc1	100	105	112	106	101	103	102	nt	101
14	COc1ccc(C(=O)Nc2nc(-c3ccc(Cl)cc3)cs2)cc1OC	103	98	107	nt	106	96	92	110	122
15	COc1ccc(NC(=O)[C@H](CCC(=O)OC(C)(C)C)NC(=O)OC(C)(C)C)cc1C(=O)Nc1cccc(C2CC(=O)c3c(cc(OC)c(OC)c3OC)O2)c1 (some centres not stated)	101	95	110	107	88	87	93	111	103
16	CN(C)C1=NC(=O)C(c2c[nH]c3ccccc23)=N1	99	97	108	97	104	94	101	96	102
17	Oc1[nH]c2ccccc2c1N=Nc1ccccc1	93	93	106	82	95	85	87	95	100
18	COc1ccc2c(c1)/C(=C/c1c(-c3cc(OC)c(OC)c(OC)c3)nc3sccn13)C(=O)N2	97	105	88	96	107	92	85	100	93
19	CC(=O)N(O)C(C)C#Cc1cccc(NS(=O)(=O)c2ccc(F)cc2)c1 (configuration not stated)	96	99	102	93	96	87	85	106	47

The list itself, from the first entry:
no.	Molecule	SNB-19	OVCAR-8	DU-145	U251	SF-268	SF-539	PC-3	OVCAR-3	SF-295
1	N#Cc1c(-c2ccc(OCc3ccccc3)cc2)nc(SCc2ccc([N+](=O)[O-])cc2)[nH]c1=O	85	103	114	81	108	100	116	119	92
2	COc1ccc(Cc2cc(-c3ccccc3)n[nH]c2=O)cc1	99	92	124	109	99	100	99	104	100
3	CC(C)c1cccc(C#N)c1	99	95	104	95	107	109	86	111	107
4	CCc1cc(Cc2cc(CC)cc(C(C)(C)C)c2O)c(O)c(C(C)(C)C)c1	20	20	43	16	38	40	15	32	-2.1*
5	CCOC(=O)C1=NN(c2ccccc2)C2=NC(=O)/C(=C\c3cn(-c4ccccc4)nc3-c3cc4ccccc4o3)C(=O)N12	89	100	109	99	105	114	88	103	108
6	CC1(C)CC(=O)C2=C(C1)N(c1ccc(F)cc1F)C(N)=C(C#N)C2c1ccc([N+](=O)[O-])cc1 (configuration not stated)	110	103	114	108	107	99	105	117	99
7	Nc1ncnc2c1ncn2[C@@H]1O[C@H](CO)[C@@H](O)[C@H]1O	101	nt	110	108	111	98	87	105	99
8	Cc1c2cc[nH]c(=O)c2c(C)c2c1[nH]c1cc(OCCN3CCN(C)CC3)ccc12	13	5.5*	2.7*	17	12	-0.2*	7.4*	17	3.2*

The list continues.
no.	Molecule	SNB-19	OVCAR-8	DU-145	U251	SF-268	SF-539	PC-3	OVCAR-3	SF-295
9	COc1ccc(-c2nc(SCC(C)C)nc(Nc3ccc(C(C)=O)cc3)c2C#N)cc1	106	102	110	102	116	101	99	123	108
10	COc1ccc(/C(C)=C(\c2ccc(Cl)cc2)c2ccc(OCCN3CCCC3)cc2)cc1	52	52	63	19	52	46	33	64	-7.3*
11	COc1ccc2c(O)c(/C=C3\N=Nc4ccccc43)oc2c1C[C@H]1CCNC[C@H]1F	68	61	51	65	77	57	41	66	67
12	CC1=CSc2nnc(CSC(SCc3nnc4n3NC(C)=CS4)c3ccccc3)n2N1	100	98	114	107	106	98	102	105	nt
13	COc1ccc(-c2nc(SCC(C)C)nc(Cl)c2C#N)cc1	100	105	112	106	101	103	102	nt	101
14	COc1ccc(C(=O)Nc2nc(-c3ccc(Cl)cc3)cs2)cc1OC	103	98	107	nt	106	96	92	110	122
15	COc1ccc(NC(=O)[C@H](CCC(=O)OC(C)(C)C)NC(=O)OC(C)(C)C)cc1C(=O)Nc1cccc(C2CC(=O)c3c(cc(OC)c(OC)c3OC)O2)c1 (some centres not stated)	101	95	110	107	88	87	93	111	103
16	CN(C)C1=NC(=O)C(c2c[nH]c3ccccc23)=N1	99	97	108	97	104	94	101	96	102

The list continues:
no.	Molecule	SNB-19	OVCAR-8	DU-145	U251	SF-268	SF-539	PC-3	OVCAR-3	SF-295
17	Oc1[nH]c2ccccc2c1N=Nc1ccccc1	93	93	106	82	95	85	87	95	100
18	COc1ccc2c(c1)/C(=C/c1c(-c3cc(OC)c(OC)c(OC)c3)nc3sccn13)C(=O)N2	97	105	88	96	107	92	85	100	93
19	CC(=O)N(O)C(C)C#Cc1cccc(NS(=O)(=O)c2ccc(F)cc2)c1 (configuration not stated)	96	99	102	93	96	87	85	106	47
20	CCOC(=O)N1CCCCCC1	105	111	115	101	105	107	98	128	130
21	O=c1c2ccccc2n(CC(O)CN2CCCC2)c2cc(Cl)ccc12 (configuration not stated)	75	92	114	85	97	90	88	111	107
22	CN1CCc2c(sc3ncnc(N/N=C/c4ccc(Cl)cc4)c23)C1	97	99	103	107	103	104	87	106	98
23	COc1cc(/C=C/C(=O)/C=C/c2ccc(-n3ccnc3C)cc2)ccc1O	79	35	54	-1.6*	50	-0.8*	74	24	84
24	CC(C)(C)c1ccc[nH]1	99	100	109	101	89	100	91	111	106

Continuation.
no.	Molecule	SNB-19	OVCAR-8	DU-145	U251	SF-268	SF-539	PC-3	OVCAR-3	SF-295
25	CC(=O)NCCN1c2nc3ccccc3cc2Sc2cc3ccccc3nc21	99	92	nt	115	125	96	86	112	123
26	COc1cc2c3c(c4c5ccccc5[nH]c4c2c(OC)c1OC)C(=O)N(CCN1CCCCC1)C3=O	30	-35*	-91*	-60*	23	41	31	-21*	33
27	Cc1ccc(OCc2cn(CC(=O)Nc3nc4ccccc4s3)nn2)cc1	100	101	114	104	96	95	93	106	101
28	CC12CCC(c3sc(N)c(C#N)c31)C2(C)C (configuration not stated)	100	96	123	107	109	106	95	105	108
29	COc1ccc(C(=O)NC(=O)Nc2ccc3c(c2)NC(=O)/C3=C\c2[nH]c(C)c(CCC(=O)O)c2C)cc1	70	87	104	64	83	77	105	104	108
30	CCOC(OCC)c1nc(N)[nH]c(=O)c1CCCCc1ccccc1	99	101	103	103	105	96	98	113	104
31	O=C(Nc1ccccc1-c1n[nH]c(=S)[nH]c1=O)C(F)(F)F	106	96	104	94	96	101	83	109	100
32	CCC(=O)CC(=O)c1ccccc1	99	101	108	98	105	96	104	117	117

Following part:
no.	Molecule	SNB-19	OVCAR-8	DU-145	U251	SF-268	SF-539	PC-3	OVCAR-3	SF-295
33	CC1=CC(=O)C2=C(C)CC(OS(C)(=O)=O)[C@@H]3[C@H](OC(=O)[C@@H]3C)[C@@H]12 (some centres not stated)	101	101	106	104	99	99	99	104	100
34	CC(=O)[C@H]1C[C@H](O)[C@H]2[C@@H]3CCC4=CC(=O)CC[C@]4(C)[C@H]3C[C@H](O)[C@@]21C	100	101	113	105	110	95	100	109	nt
35	Nc1c(C(=O)Nc2ccccc2Cl)sc2nc3c(cc12)CCCC3	99	104	103	105	102	99	91	nt	117
36	N#Cc1ccc(C(=O)CSc2nc(Nc3ccc(S(N)(=O)=O)cc3)c3ccccc3n2)cc1	100	109	107	114	109	102	89	119	102
37	CCN(C(C)=O)c1ccc([N+](=O)[O-])cc1	101	99	110	91	103	109	97	107	108
38	CN(CCCO)Cc1ccccc1	114	112	115	102	105	101	95	105	86
39	CC(=O)N1N=C(c2ccc(Cl)cc2)CC1c1cn(-c2ccccc2)nc1-c1ccc(OCc2ccccc2)cc1 (configuration not stated)	97	96	105	98	105	87	78	114	108
40	C=C1CC[C@@H]2[C@]3(C)COC(c4cn[nH]c4-c4cccc(Br)c4)O[C@@H]3CC[C@@]2(C)[C@@H]1C/C=C1/C(=O)OCC1O (some centres not stated)	-88*	-42*	-86*	-91*	-23*	-98*	-48*	-98*	-79*

Continuation:
no.	Molecule	SNB-19	OVCAR-8	DU-145	U251	SF-268	SF-539	PC-3	OVCAR-3	SF-295
41	CCOC(=O)C(C(=O)OCC)C(=O)c1cccc2c1ccc1ccccc12	113	107	116	102	113	110	109	122	98
42	COc1cccc(NC(=O)c2sc3nc(C)c(C(C)=O)cc3c2N)c1C	93	95	102	95	99	94	81	102	81
43	CC(C)[C@@H]1NC(=O)[C@H](Cc2ccccc2)NC(=O)[C@@H]2CCCN2C(=O)[C@H](C(C)O)NC(=O)[C@H](C)NC(=O)[C@@H]2CCCN2C(=O)[C@@H]2CCCN2C1=O (some centres not stated)	88	96	101	101	93	107	107	110	100
44	Nc1c(C(=O)c2ccc(Cl)cc2)sc2nc3c(cc12)CCCC3	101	100	103	96	103	100	91	111	92
45	CC(=O)Nc1ccc(N=NC(C#N)C#N)cc1	99	100	106	93	101	105	84	106	106
46	Cc1cc2nnc(-c3ccccc3)n2c(SCc2ccccc2)n1	94	84	103	88	100	93	93	98	93
47	NC(=S)N/N=C\c1ncccc1OCc1cccc(N)c1	77	64	59	55	47	75	71	31	nt
48	CC1CC(c2c(O)cc(O)c3c(=O)c(O)c(-c4ccc(O)cc4)oc23)NC1=O (configuration not stated)	106	104	105	102	98	116	96	105	100

The results go on.
no.	Molecule	SNB-19	OVCAR-8	DU-145	U251	SF-268	SF-539	PC-3	OVCAR-3	SF-295
49	CCc1c(Cl)nc(N)nc1Nc1ccc(Cl)c(Cl)c1	100	96	92	96	91	95	83	95	83
50	CC1(C)C(=NNC(N)=O)C(C)(C)C1=NNC(N)=O	103	103	113	109	102	96	91	111	104
51	CC1(C)CC[C@]23CC[C@]4(C)[C@H](CC[C@@H]5[C@@]6(C)C=C(N7CCOCC7)C(=O)C(C)(C)[C@@H]6CC[C@]54C)[C@H]2[C@H]1OC3	88	96	101	86	107	95	74	103	94
52	CCN(CC)CCCOc1cccc2c1C(=O)c1cccc(OCCCN(CC)CC)c1C2=O	34	28	38	31	44	40	33	35	45
53	Cc1nn(-c2ccccc2)cc1/C=C1\SC(N2CCCCC2)=NC1=O	83	81	91	79	91	61	71	96	128
54	CCc1nc(Cl)nc(Cl)n1	120	121	106	94	99	97	103	109	102
55	Cc1cc(=O)oc2cc(OS(=O)(=O)N3CCCCC3)ccc12	94	99	97	93	96	100	95	109	95
56	COc1ccccc1-c1cn2cc(Cl)sc2n1	99	92	111	100	107	99	102	95	90

(list continues)
no.	Molecule	SNB-19	OVCAR-8	DU-145	U251	SF-268	SF-539	PC-3	OVCAR-3	SF-295
57	Cn1c[n+](C)ccc1=O	106	118	111	nt	111	109	103	108	102
58	COc1ccc2[nH]cc(-c3nnc(N)nc3-c3c[nH]c4ncccc34)c2c1	85	84	110	80	94	86	88	97	92
59	O=S(=O)(OCCCCO)c1ccccc1	118	98	112	97	110	121	90	117	98
60	COc1ccc(S(=O)(=O)n2cc(C3OC(c4cc(OC)c(OC)c(OC)c4)=NN3C(C)=O)c3cccnc32)cc1 (configuration not stated)	99	96	110	98	91	90	81	97	105
61	CC(O)c1cc[cH-]c1.[Fe+2].c1cc[cH-]c1 (configuration not stated)	105	100	108	98	108	97	98	108	99
62	CCCCOP(=O)(OCCCC)C(CC(=O)N(CCCC)CCCC)C(=O)N(CCCC)CCCC (configuration not stated)	72	77	94	72	86	102	45	73	70
63	C=CCOc1cccc(/C=C/C(=O)c2sc(N)nc2C)c1	90	97	91	93	87	104	97	97	111
64	CC(=O)Nc1ccc(S(=O)(=O)N/N=C(\C)c2ccc(C)cc2C)cc1	101	99	112	104	104	98	100	111	nt
65	Cc1ccc(-c2csc(NC(=O)c3cc(-c4ccc(Br)cc4)nc4ccccc34)n2)cc1	100	97	96	104	90	103	81	87	91
66	CC1OC(C(=O)N2CCN(CCO)CC2)CC1COC1CCCCC1 (configuration not stated)	94[50 µM]	99[50 µM]	105[50 µM]	99[50 µM]	97[50 µM]	98[50 µM]	92[50 µM]	97[50 µM]	102[50 µM]
67	CCCCCCc1ccc(O)c(Cl)c1	106	108	105	103	103	93	96	110	95
